Assay outcomes deposited in PubChem BioAssay by Fisher Drug Discovery Resource Center.
mcGAS RapidFire: inhibitors of Mus musculus cyclic GMP-AMP synthase, initial high-throughput assay, cell-free, RapidFire MS; Q8C6L5; inhibition, % at 12.5 µM; recombinant mouse cGAS, cGAMP by RapidFire MS; 130,000 tested, 0.18% active;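 active = inhibition of cGAS enzyme activity at or above 60%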;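 also: enzyme stimulated by 45 bp dsDNA with ATP and GTP substrates; cGAMP share of summed cGAMP plus half ATP and half GTP signals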
Target sequence (Q8C6L5 whole entry, looked up): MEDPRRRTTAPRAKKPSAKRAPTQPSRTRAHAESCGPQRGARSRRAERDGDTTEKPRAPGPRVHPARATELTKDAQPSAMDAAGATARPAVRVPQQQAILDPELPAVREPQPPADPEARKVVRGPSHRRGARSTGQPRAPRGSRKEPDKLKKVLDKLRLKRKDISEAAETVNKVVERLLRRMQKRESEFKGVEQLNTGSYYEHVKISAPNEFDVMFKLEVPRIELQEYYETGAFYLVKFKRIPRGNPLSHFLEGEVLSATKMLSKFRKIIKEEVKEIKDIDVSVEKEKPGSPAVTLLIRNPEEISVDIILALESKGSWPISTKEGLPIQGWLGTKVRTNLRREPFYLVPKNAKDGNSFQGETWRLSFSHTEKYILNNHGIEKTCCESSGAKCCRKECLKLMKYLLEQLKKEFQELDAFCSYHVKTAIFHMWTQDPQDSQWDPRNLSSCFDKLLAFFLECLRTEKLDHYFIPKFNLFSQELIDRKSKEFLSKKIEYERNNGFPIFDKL
Numbers without * were called inactive; & = joins results of further samples. These rows are one share of the data, so the mix of outcomes need not match the whole.

Molecule,mcGAS RapidFire
COc1ccc(C(=O)Nc2c(Cl)cncc2Cl)cc1OC1CCCC1,5
CCCn1ncc(C(=O)N2CCC3(CN(C)C(=O)O3)C2)c1C (stereo unspecified),-10
CCCCn1c(=O)[nH]c(=O)c2c1ncn2C1CCCC1,-7
Cc1nc(C)c(C(C)N(C)C(=O)CCn2c(C)csc2=O)s1 (stereo unspecified),-1
O=C1C(Sc2ccnc3ccccc23)CCN1C1CCOCC1 (stereo unspecified),-2
CC(C)N1CCNC(=O)C1CC(=O)NC1(CN2CCCC2)CCCCC1 (stereo unspecified),-16
CCN1C(=O)NC2NC(=O)NC21 (stereo unspecified),-4
CCNc1ncc(C(=O)N2CCCC3(C=Cc4ccccc4O3)CC2)cn1 (stereo unspecified),-9
CN1CCN(CCCN(C)C(=O)Nc2cccc3ccccc23)CC1,-9
CNC(=O)c1csc(-c2ccc(OC)c(OC)c2)n1,1
CNc1cc(C(=O)N(Cc2cccnc2)Cc2ccc3c(c2)OCO3)ccn1,-16
Cc1cc(NC(=O)Cn2cnc3c(C)cccc3c2=O)n(CCC#N)n1,6
Oc1ccc(N=Nc2ncn[nH]2)cc1,-7
Cc1ccc(-c2csc(/C=C3\SCC(=O)N3CC(=O)N3C(C)CCCC3C)n2)cc1 (stereo unspecified),-10
O=[N+]([O-])c1ccccc1NN=C1CCc2ccccc21,-8
CNc1cccc(/C=C\CCCO)n1,-1
CCOC(=O)c1c(C)oc2nc(CN3CCc4ccccc43)nc(N)c12,57
Cc1cc(F)ccc1S(=O)(=O)NCc1[nH]ncc1Br,-7
COCCN1CC(C(=O)NCCc2ccc3ccccc3c2)CCC1=O (stereo unspecified),-13
CCOC(=O)c1sc(=NC(=O)c2ccc(C)c(C)c2)n(C)c1C,-6
CCCCn1c(N2CCN(Cc3cccc4ccccc34)CC2)nc2c1c(=O)[nH]c(=O)n2C,-2
CC(NC(=O)c1ccc(C(F)(F)F)cc1)c1ccco1 (stereo unspecified),-7
Cc1cc(C)c(S(=O)(=O)N2CCN(C(C)C(=O)Nc3ccccc3)CC2)c(C)c1 (stereo unspecified),3
CCOCCSc1nc2c(c(=O)[nH]c(=O)n2C)n1CCCc1ccccc1,-2
COc1ccc(-n2ccnc2-c2ccc(O)c(Cl)c2)cc1OC,-25
CCCCCCn1c(SCCCCC)nc2c1c(=O)[nH]c(=O)n2C,2
Cc1ccc(NC(=O)CC2Oc3ccccc3NC2=O)cc1 (stereo unspecified),-3
CC(c1ccc(Cl)cc1Cl)N(C)C(=O)c1ccc(CCNS(C)(=O)=O)s1 (stereo unspecified),-3
CC(C)CC(=O)N1CCC(C)(N(C)C(=O)OC(C)(C)C)CC1,-9
CCOC(=O)c1nc2ccccc2nc1N1CCCN(C(=O)c2ccc(C(F)(F)F)nc2C)CC1,-3

Of the compounds above, these have sulfur:
Molecule,mcGAS RapidFire
Cc1nc(C)c(C(C)N(C)C(=O)CCn2c(C)csc2=O)s1 (stereo unspecified),-1
O=C1C(Sc2ccnc3ccccc23)CCN1C1CCOCC1 (stereo unspecified),-2
CNC(=O)c1csc(-c2ccc(OC)c(OC)c2)n1,1
Cc1ccc(-c2csc(/C=C3\SCC(=O)N3CC(=O)N3C(C)CCCC3C)n2)cc1 (stereo unspecified),-10
Cc1cc(F)ccc1S(=O)(=O)NCc1[nH]ncc1Br,-7
CCOC(=O)c1sc(=NC(=O)c2ccc(C)c(C)c2)n(C)c1C,-6
Cc1cc(C)c(S(=O)(=O)N2CCN(C(C)C(=O)Nc3ccccc3)CC2)c(C)c1 (stereo unspecified),3
CCOCCSc1nc2c(c(=O)[nH]c(=O)n2C)n1CCCc1ccccc1,-2
CCCCCCn1c(SCCCCC)nc2c1c(=O)[nH]c(=O)n2C,2
CC(c1ccc(Cl)cc1Cl)N(C)C(=O)c1ccc(CCNS(C)(=O)=O)s1 (stereo unspecified),-3

The listing picks up, repeating the two entries before the break.
Molecule,mcGAS RapidFire
CC(C)CC(=O)N1CCC(C)(N(C)C(=O)OC(C)(C)C)CC1,-9
CCOC(=O)c1nc2ccccc2nc1N1CCCN(C(=O)c2ccc(C(F)(F)F)nc2C)CC1,-3
CS(=O)(=O)NCc1ccc(NC(=O)c2cc3ccccn3c2)cc1,-8
COCC1CCN(C(=O)c2cn(CCCc3ccccc3)nn2)C1 (stereo unspecified),-8
O=C(NC1CC1)c1cc(NCCOc2cccc3cccnc23)ccn1,-12
COCCn1c(=NC(=O)CS(=O)(=O)c2ccc(OC)cc2)sc2c(OC)ccc(OC)c21,-4
COc1ccc(Nc2nn3c(=O)c4cc5c(cc4nc3s2)OCO5)c(OC)c1,4
Cc1ccc(NC2CCCN(C(=O)CCc3scnc3C)C2)cc1C (stereo unspecified),-1
Cc1ccc2c(c1)CCCN2C(=O)CCn1[nH]c(=O)c2ccccc2c1=O,0
CC(=O)c1sc(NC(=O)C2CCCC2)nc1C,-7
Cc1sc(C(C)(C)NC(=O)OC(C)(C)C)nc1-c1ccc(F)cc1F,-2
CC(=O)Nc1ccc(OCc2cccc(F)c2)c(Cl)c1,-2
CS(=O)Cc1cccc(C(=O)Nc2ccc(Oc3ncccn3)cc2)c1 (stereo unspecified),-3
Cc1nn(C)c(Cl)c1/C=C/C(=O)OC(C)C(=O)NC(C)(C)C (stereo unspecified),-9
CS(=O)(=O)Nc1ccc(CN2CCCc3sccc3C2)cc1,-24&-10
Cc1ccoc1C(=O)NCC1CCN(Cc2ccc3nonc3c2)C1 (stereo unspecified),-16
Cc1c(NC(=O)C2CC2C)cccc1C(=O)N1CCc2sccc2C1 (stereo unspecified),-7

Next section:
Compound	mcGAS RapidFire
Cc1ccc(N2C(=O)CSC2c2ccccc2N)c(C)c1 (stereo unspecified)	-4
CCC/C=C/c1ccc2cc[nH]c(=O)c2c1	-7
Cn1c(O)c(N=NC(=O)c2cncc(Br)c2)c2ccccc21	5
O=C1[C@H]2CCCC[C@H]2C(=O)N1CCCCN1CCN(c2nsc3ccccc23)CC1	0
O=[N+]([O-])c1cc(C(F)(F)F)cc([N+](=O)[O-])c1NN=Cc1ccc2c(c1)OCO2	-5
CCc1nccn1CCC(=O)O	3
COc1cc(OC)cc(C(=O)NN=Cc2cc(C)n(-c3ccc(C(=O)O)cc3)c2C)c1	0
Cc1nc(-n2nc(C3CC3)cc2NC(=O)c2cccc(F)c2)[nH]c(=O)c1C	-8
O=C(NC1CC1)C1CCN(C2CCN(C(=O)C3=CCCC3)CC2)CC1	-1
CC(SCc1ccc(Cl)s1)C(=O)NC1CCCC1 (stereo unspecified)	1
O=C(CCCN1C(=O)c2cccc3cccc(c23)C1=O)Nc1ccccc1	-4
CC(NCC1CNc2ccnn2C1)c1ccc(N2CCOCC2)cc1 (stereo unspecified)	8
CCC(NC(=O)N1CCCC(c2nc(C)no2)C1)c1cccc(Cl)c1 (stereo unspecified)	4
Cc1cc(C)n(-c2ccc(CNC3CCCC3)c(C(F)(F)F)c2)n1	-25
O=S(=O)(NCCO)c1cccc2cccnc12	2
Nc1nc(CSCc2ccco2)nc(N2CCCCC2)n1	7
Cc1ccc2nc3c(n2c1)C(c1ccccc1-c1ccc(C)o1)CC(=O)NC3 (stereo unspecified)	-4
CC(C)(C)n1nc2c(c1NC(=O)c1ccccc1)CS(=O)C2 (stereo unspecified)	-4
CN(C)C(=O)c1nnc2n1CCN(Cc1ccc(OC(F)(F)F)cc1)C2	-13
CC(CC1CCCCC1)NCCS(=O)(=O)N(C)C (stereo unspecified)	-28
Cn1nnc2c(N3CCN(S(=O)(=O)c4cccnc4)CC3)ncnc21	-3
CCOC(=O)C1(C)CCCN1C(=O)c1ccc(C(=O)OC)cc1 (stereo unspecified)	0
Cn1ccnc1N1CCN(C2CCCN(c3cccc(F)c3)C2=O)CC1 (stereo unspecified)	-10
CCN(CC)S(=O)(=O)N1CCCC1c1ccc(C)cc1 (stereo unspecified)	1
c1ccc(-c2nc(NCCN3CCOCC3)c3ccccc3n2)cc1	-7
CC(=NNC(=O)OC(C)(C)C)c1ccc(C)s1	-4
CN(Cc1nc(-c2cccs2)no1)C1CCCc2ccccc21 (stereo unspecified)	-14
COc1ccc(C2C(C(=O)OC3CCCC3)=C(C)NC3=C2C(=O)CCC3)cc1 (stereo unspecified)	-3
O=C(C1CCCO1)N1CCCCCC1CC(O)c1cccs1 (stereo unspecified)	-44
CCCSc1nsc(NC(=O)CN(C)Cc2cccc(F)c2)n1	1
Cc1ccc(O)c(C(=O)N2CCCC(C(=O)N3CCCCC3)C2)c1 (stereo unspecified)	-9
CCN(CC)CC1CCN(c2ncc3ncnc(Nc4ccc(F)c(Cl)c4)c3n2)CC1	6
COC(=O)C1=C(C)N(Cc2ccccc2)C(=O)C1(NC(=O)c1cccs1)C(F)(F)F (stereo unspecified)	4
Cc1ccc(-c2cn3cccnc3n2)cc1NC(=O)C1CCCC1	8
CSc1ncc(CN2CCCC(CCC(=O)Nc3ccccc3F)C2)cn1 (stereo unspecified)	-11
CCC(NC(=O)C1=NNC(=O)CC1)c1ncccc1C (stereo unspecified)	-11
CCN(CC)Cc1cnc2c(C(=O)N3C[C@@H](C)O[C@@H](C)C3)cnn2c1	-5
COc1ccc(N2C(=O)CC(N3CCC(C(=O)Nc4ccccc4O)CC3)C2=O)c(OC)c1 (stereo unspecified)	11
Cc1cnc(NC(=O)CN2C(=O)NC(C)(C)C2=O)s1	-6
CCCCCc1[nH]nc(N)c1-c1ccc2c(c1)OCO2	2
COc1cccc(C2c3[nH]c4ccccc4c3CCN2C(=O)CCc2cccs2)c1OC (stereo unspecified)	-5
Cc1ccc(C2(O)CCN(Cc3[nH]cc(C)c(=O)c3C)CC2)nc1	-3
CC(C)CCNc1cc(Cl)nc(N)n1	-17
CNc1cc(-c2ccc3ccccc3n2)c2cc[nH]c2n1	30
O=C(c1ccc(Cl)cc1)N1CCCC(OCc2ccc(F)c(F)c2)C1 (stereo unspecified)	-12
N#Cc1cccc(CNCc2ccc(N3CCOCC3)cc2C(F)(F)F)c1	11
CN(CC12CC3CC(CC(C3)C1)C2)C(=O)c1ccc(S(=O)(=O)N(C)C)cc1	-2
O=c1ccc(-c2cccs2)nn1Cc1cccc2ccccc12	-13
O=C(NC(C(=O)NCc1ccccc1)C1CCNCC1)C1CCCC1 (stereo unspecified)	-5
CN(C)S(=O)(=O)c1ccc(=O)n(CC(=O)N(C2CC2)C2CCS(=O)(=O)C2)c1 (stereo unspecified)	-9
Cn1ccc(=O)n(Cc2ccc(-n3cccn3)cc2)c1=O	-2
O=C(NCc1cccc(F)c1)C(C1CCCC1)N1CCN(C(=O)c2cccc([N+](=O)[O-])c2)CC1 (stereo unspecified)	1
CN1CCCCC1CCOC(=O)c1ccc(-n2cccn2)cc1 (stereo unspecified)	-1
O=S(=O)(N1CCCCCC1)N1CC[C@@H](c2ccc3c(c2)OCO3)[C@H](O)C1	-21
O=C(CSc1nnc(-c2ccc(Cl)s2)o1)N1CCCC1	-6
OC(CN1CCC(C(O)c2ccccc2)CC1)c1ccccc1C(F)(F)F (stereo unspecified)	-14
CCOC(=O)C1=C(C)NC(C)=C(C(=O)OCC)C1C(=O)OCC(=O)N(C)C	18
CCOC(=O)N1CCN(C(c2ccc(F)cc2)c2c(O)cc(C)n(Cc3ccco3)c2=O)CC1 (stereo unspecified)	-9
O=C1C2CC=CCC2C(=O)N1CN1CCCC1c1nc2ccccc2s1 (stereo unspecified)	3
CCOCCCNC(=O)CC1C(=O)NCCN1Cc1ccccc1 (stereo unspecified)	-2

Next part.
Compound	mcGAS RapidFire
O=C(CSc1nnc(NC(=O)c2c(F)cccc2F)s1)Nc1nnc(-c2cccc([N+](=O)[O-])c2)s1	1
Cc1ccc(C(=O)Nc2cnc3sc4cc(C)ccc4n3c2=O)cc1	-4
CNc1nnc(SCC(=O)Nc2ccc(C(=O)OC)cc2)s1	-6
COCCn1cc(NC(=O)N2CCN(Cc3ccccc3)CC2)c2ccccc21	-5
Cc1cc(N)nc(SC(C)C(=O)N(C)C2(C#N)CCCCC2)n1 (stereo unspecified)	-6
COc1cc(CN2CCC3(CCCN(CC4CCC4)C3)C2)cc(Cl)c1O (stereo unspecified)	1
Cc1noc(C)c1C(C)NC(=O)N(Cc1ccoc1)C1CCCCC1 (stereo unspecified)	-14
CC(=O)N1N=C(c2cn(-c3ccccc3)nc2-c2ccccc2)CC1c1ccco1 (stereo unspecified)	-3
COCCN(CC1CCN(Cc2ccccc2OC)CC1)C(=O)c1cc(C)[nH]n1	-7
CC(NC(=O)c1cnn2c1CCCC2)c1cn2ncsc2n1 (stereo unspecified)	-19
COc1ccc(C)c2sc(N3CCN(C(=O)C4CCCN4S(C)(=O)=O)CC3)nc12 (stereo unspecified)	8
CCN(Cc1ncc(C)[nH]1)CC1CCN(CCc2ccccc2C)CC1	-8
Cc1nc(Sc2nnnn2C2CC2)c2c(C)c(C)sc2n1	1
Cc1ccc(N2CCn3c2nc2c3c(=O)n(CCN3CCCCC3)c(=O)n2C)cc1C	-3
COc1ccc(-c2ccc3c(c2)N(C(C)C)C(=O)COC3)cn1	-14
COc1ccc(-c2n[nH]c(=O)c3nc(C)sc23)cc1OC	-1
COc1cccc(N=Nc2c(-c3ccccc3)[nH]n(-c3ccc([N+](=O)[O-])cc3)c2=O)c1	-7
COC(=O)c1ccc(C(=O)N2CCCC(CO)(Cc3ccc(F)cc3F)C2)nc1 (stereo unspecified)	-12
Nc1ccc(-n2cc(CCO)cn2)cn1	-15
Cc1nc(C)c(CN2CCCC(C(=O)Nc3cccc(-n4cccn4)c3)C2)nc1C (stereo unspecified)	-2
COc1ccc(CCC(=O)NCCCn2nc(-c3cccnc3)ccc2=O)cc1	-5
Cc1nnc(-c2cccc(C(C)N3CCCC3)c2)s1 (stereo unspecified)	-6
